KB-3-1 tox: kills parental KB-3-1 adenocarcinoma cells | KB-3-1 viability, CellTiter-Glo ATP luminescence, 72 h | Potency, µM (top dose mostly 46.1 µM), for inactives: at the top dose activity change, negative = cytotoxic, usual class: cytotoxic | 400,000 tested, 1.4% active; note: potency is the fitted concentration of half-maximal effect; % is set by controls: 0 for no effect and ±100 for the full control effect; nearly all actives have a fitted effect of over 60% in size
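72 h, 37 °C compound treatment of KB-3-1 parental cells; CellTiter-Glo added, 10 min, luminescence read. Data corrected against DMSO-only plates and normalized before curve fitting.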
KB-V1 cytotox: kills drug-selected multidrug resistant KB-V1 cells. KB-V1 MDR cells viability, CellTiter-Glo, 72 h. 400,000 tested, 3.4% active. Potency, µM (series often up to 46.1 µM), for the others: top-dose activity change, negative = cytotoxicity, actives largely listed as cytotoxic; note: potency is the fitted concentration of half-maximal effect; % is set by controls: 0 for no effect and ±100 for the full control effect; nearly all actives have a fitted effect of over 60% in size
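Readout: CellTiter-Glo luminescence, 10 min after addition. Cells: KB-V1 MDR subline, 72 h at 37 degrees C with compound. Analysis: corrected, normalized data fitted to concentration-effect curves.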
HT1080 IDH1KD tx: kills HT-1080 cells with IDH1 knockdown; HT-1080 IDH1 knockdown viability, ATP luminescence, 48 h; Potency, µM (highest dose often 46.1 µM), without a hit: at the highest dose activity, negative = toxicity, actives largely listed as cytotoxic; 360,000 tested, 2% active; AID 686971;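 note: potency is the fitted concentration of half-maximal effect; 0% = DMSO wells and -100% = cell-free medium wells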
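IDH1KD HT-1080 cells, 750/well, RPMI + 5% FBS; compound pinned after 2 h settling; 48 h, 37 °C; CellTiter-Glo luminescence; % activity normalised to DMSO and no-cell wells; curves fitted, classed by r2 and efficacy.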
DRD3 agonist: activates the human D3 dopamine receptor | max activation, % | 410,000 tested, 0.58% active | D3R DiscoveRx beta-arrestin cells, luminescence, 90 min | P35462 | AID 652048; in the data active = max activation above about 30%; note: 0% is about no effect; mostly tested at two doses, the higher about 12 µM
Target sequence (P35462 whole entry, looked up): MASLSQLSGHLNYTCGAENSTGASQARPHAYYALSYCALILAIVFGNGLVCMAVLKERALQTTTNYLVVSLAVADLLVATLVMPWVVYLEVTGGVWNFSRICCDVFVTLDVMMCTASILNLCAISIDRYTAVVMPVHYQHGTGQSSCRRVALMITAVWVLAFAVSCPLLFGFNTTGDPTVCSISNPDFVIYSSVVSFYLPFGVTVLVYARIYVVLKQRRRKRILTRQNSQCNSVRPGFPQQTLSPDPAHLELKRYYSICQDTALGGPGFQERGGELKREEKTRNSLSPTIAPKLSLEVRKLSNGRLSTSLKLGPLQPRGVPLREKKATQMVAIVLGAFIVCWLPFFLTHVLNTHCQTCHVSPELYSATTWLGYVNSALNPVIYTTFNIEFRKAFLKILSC
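Agonist-mode cell screen: cells plated at 1500/well and incubated overnight at 37 °C, then exposed to library compounds for 90 min at 37 °C. Detection reagent was added for 30–60 min at room temperature, and luminescence was read.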
GLP1R ag: agonists of human GLP-1 receptor; P43220; HEK293 GLP-1R CRE-luciferase, luminescence, 4-6 h; cells express a hypersensitive GLP-1R form; Potency, µM (doses to about 45.6 µM), without a hit: at the highest dose activation, most hits filed as activators; 380,000 tested, 0.007% active; AID 624172; note: potency is the fitted concentration of half-maximal effect; % of control where 0% means no effect
Target sequence (P43220 whole entry, looked up): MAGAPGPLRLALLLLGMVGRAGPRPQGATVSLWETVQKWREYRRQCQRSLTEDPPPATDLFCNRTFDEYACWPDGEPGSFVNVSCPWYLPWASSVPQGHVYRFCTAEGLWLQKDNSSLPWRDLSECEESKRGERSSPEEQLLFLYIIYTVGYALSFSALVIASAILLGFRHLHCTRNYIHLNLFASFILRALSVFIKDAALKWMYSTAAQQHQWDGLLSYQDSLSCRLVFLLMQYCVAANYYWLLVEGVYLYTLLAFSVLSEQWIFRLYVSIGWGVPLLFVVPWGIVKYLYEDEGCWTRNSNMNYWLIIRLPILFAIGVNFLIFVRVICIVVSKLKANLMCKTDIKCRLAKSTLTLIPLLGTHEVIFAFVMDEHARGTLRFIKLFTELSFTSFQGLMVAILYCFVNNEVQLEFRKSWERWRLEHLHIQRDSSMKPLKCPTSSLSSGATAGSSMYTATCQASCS
HT1080NT lethal: kills 2HG-producing HT-1080-NT fibrosarcoma cells; HT-1080-NT fibrosarcoma viability, CellTiter-Glo ATP luminescence, 48 h; 360,000 tested, 1.6% active; Potency, µM (doses to about 46.1 µM), for the others: top-dose activity, negative = less viability, most hits filed as cytotoxic;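 note: NT is the 2HG producing partner of a matched IDH1 knockdown line; potency is the fitted concentration of half-maximal effect; 0% = DMSO-treated cells and -100% = media-only wells without cells; nearly all actives have a fitted effect of over 55% in size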
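Compounds were tested in concentration-response format on HT-1080-NT cells for 48 hours at 37 degrees C. Cell viability came from CellTiter-Glo luminescence; curves were classified by r2, response magnitude and activity.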
SW480 rereplic: DNA re-replication induction in SW480 cells; SW480 DNA re-replication, Hoechst DNA content imaging, 48 h; Potency, µM (top dose mostly 46.1 µM), for inactives: at the top dose re-replication activation, usual class: activators; 340,000 tested, 1.8% active; AID 624297; note: potency is the fitted concentration of half-maximal effect; % of control where 0% means no effect; nearly all actives have a fitted effect of over 55% in size
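Hoechst fluorescence of nuclei (405 nm excitation, 500-530 nm emission) measured by plate-scanning imager after 48 hr compound exposure at 37 C; re-replication scored as increased number of nuclei with elevated intensity.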
IL-1B inflam inh: inflammasome signaling inhibition, IL-1 beta readout; THP-1 LPS/ATP IL-1B secretion, AlphaLISA, 16 h; hits give low values; activity change, % at 57.5 µM; 360,000 tested, 4.7% active; in the data active = activity change below about -50%; inconclusive = mostly about -30% to -49%; note: % is set by controls: 0 for no effect and ±100 for the full control effect
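THP-1 cells pretreated 1 hr with compounds (up to 57.5 uM final), then stimulated with LPS (250 ng/mL final) plus ATP (1.25 mM final); secreted IL-1B measured by AlphaLISA after 16 hr, decreased signal indicating inhibition.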
DRD3 antagonist: blocks the human D3 dopamine receptor. P35462. D3R cells, DiscoveRx beta-arrestin luminescence, antagonist mode; hits give low values. max response, negative = inhibition, %. 360,000 tested, 2.5% active. AID 652054; in the data active = max response below about -50%; inconclusive = no clear call, values can overlap the other calls; note: % is set by controls: 0 for no effect and ±100 for the full control effect; mostly tested at two doses, the higher about 12 µM
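Cells plated overnight at 1500 cells/well, then exposed to library compounds with dopamine controls for 90 minutes at 37 degrees C. DiscoveRx reagent added for 30–60 minutes at room temperature; luminescence read, quantitative HTS format.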
An asterisk follows results filed as active; ? = inconclusive; . = no result given; [ ] = dose if it differs, or a comment. Unless noted, calls come from the whole dose curve; as a rule, active = well fitted curve in the direction sought with a large enough effect; inconclusive = small, poorly fitted or top-dose-only effect, or another doubt; inactive = no such curve, though single readings can be large; an effect the other way counts as inactive or inconclusive. No enrichment for hits. Share with any hit: about 12%.

SMILES	KB-3-1 tox	KB-V1 cytotox	HT1080 IDH1KD tx	DRD3 agonist	GLP1R ag	HT1080NT lethal	SW480 rereplic	IL-1B inflam inh	DRD3 antagonist
CCc1c(C)sc(NC(NC(C)=O)(C(=O)OC)C(F)(F)F)c1C#N (stereo not drawn)	3%	12%	4%	-4	-5%	12%	25%	8	-12
O=C(O)c1c(NC(=O)N2CCOCC2)sc2c1CCCC2	-1%	16%	6%	4	6%	1%	3%	37	-8
Cc1ccc(NCc2nnc(SC(C)C(=O)N/N=C/c3ccc(C)o3)n2-c2ccccc2)cc1 (stereo not drawn)	9%	19%	0%	1	-3%	-5%	2%	8	-3
OC[C@@H]1CN(CCN2CCOCC2)C[C@H](n2cnc3c(NCc4ccc(F)cc4)ncnc32)O1	0%	2%	9%	-10	-4%	13%	.	1	-20
Cc1ccc(N(CC(=O)NC(C)c2ccccc2)S(=O)(=O)c2c(C)n[nH]c2C)cc1 (stereo not drawn)	-19%	17%	3%	-9	0%	-7%	?	0	-23
Cn1cnnc1Sc1cc(N2CCN(S(=O)(=O)c3ccc4ccccc4c3)CC2)ccc1[N+](=O)[O-]	?	?	-5%	-4	-4%	-7%	7%	-29	13
COc1ccc(OC)c2c1sc(=NC(=O)C1CC1)n2C	10%	0%	-12%	4	30%	-2%	-1%	25	0
Cc1ccnc(N2CCCC(C(=O)NCc3cccs3)C2)n1 (stereo not drawn)	11%	-6%	-7%	-1	-11%	0%	-10%	16	-15
Clc1nc(-c2ccccc2)cc(-c2ccccc2)n1	-12%	-25%	11%	1	-1%	8%	-5%	0	15
Cc1cccc(C)c1NC(=O)C(C1CC1)n1c(-c2ccc(=O)[nH]c2)nc2ccccc21 (stereo not drawn)	9%	1%	5%	-4	.	21%	.	34	-4
O=C(CSc1nnc2scc(-c3ccccc3)n12)Nc1ccc2c(c1)OCCO2	4%	0%	12%	13	27%	4%	-5%	-12	19
O=S(=O)(Nc1ccc(Cl)nn1)c1ccccc1	-17%	0%	1%	-4	8%	-3%	?	23	-17
CC(=O)Nc1cc(C(=O)OCC(=O)c2ccc(Cl)cc2Cl)ccc1C	6%	?	-2%	18	-6%	-6%	-5%	-4	2
COc1cc(C)c(-c2cc(C(=O)O)c(C)o2)cc1C(C)C	-26%	?	-10%	7	0%	-5%	?	0	-20
Cc1cc(/C=C2/SC(=S)N(c3cccc(Cl)c3)C2=O)c(C)n1-c1cccnc1	-34%	-20%	3.3µM*	-15	8%	?	0%	-64*	4
CCCCNC(=O)COC(=O)CCC(=O)c1ccc(F)cc1	-2%	14%	6%	3	-3%	7%	-15%	14	13
Cc1ccc(C)n1CCN1CCN(C(=O)CSc2nc3ccccc3nc2N2CCOCC2)CC1	1%	1%	6%	2	-3%	4%	-3%	-7	17
CC(=O)N1CCc2c(sc(NC(=O)CCS(=O)(=O)c3ccc(C)cc3)c2C#N)C1	1%	5%	2%	-3	2%	-15%	3%	17	?
O=C(NCCc1ccccc1F)C1CC(=O)N(c2ccc3c(c2)OCCO3)C1 (stereo not drawn)	-3%	-7%	12%	4	0%	8%	.	5	-12
COc1ccccc1N1CCN(C(=O)CSc2nc3ncnc(N)c3[nH]2)CC1	25%	3%	0%	-1	-5%	-2%	-7%	23	-9
CCC(C)COC(c1ccccc1)(c1ccccc1)C(Oc1nc(C)cc(C)n1)C(=O)O (stereo not drawn)	5%	29%	?	-4	-2%	?	6%	-5	-19
COc1ccc2[nH]c3c(=O)n(N)c(C)nc3c2c1	0%	9%	8%	2	-13%	7%	.	0	-8
OCCOc1cccc(CN2CCC(CO)(CCOc3ccccc3)CC2)c1	-5%	1%	-2%	-8	-3%	-4%	18µM*	-9	-1
CCN(CC(=O)NCc1ccc(Cl)cc1)C(=O)CSc1ccc(F)cc1	-24%	?	-5%	-11	-1%	4%	-1%	-12	-11
CCCc1cc(=O)[nH]c(SCC(=O)OCc2ccccc2)n1	-5%	15%	1%	1	3%	0%	?	21	0
CC(=O)Nc1ccc(OCC(O)Cn2ccnc2)cc1 (stereo not drawn)	5%	?	6%	3	0%	3%	6%	0	18
Cc1n[nH]c(C)c1CCC(=O)N/N=C/c1c(C)[nH]c2ccccc12	14%	?	-3%	0	24%	-1%	0%	39	16
CCOC(=O)CC(=O)Nc1ncnc2c1C(c1ccccc1)c1c(ccc3ccccc13)O2 (stereo not drawn)	2%	4%	.	.	-4%	.	1%	.	.
CC(C)CCN1C(=O)c2ccc(C(=O)NCC3CCCO3)cc2C1=O (stereo not drawn)	0%	3%	3%	-8	2%	14%	-3%	17	0
COc1ccccc1OCC(=O)Nc1nc(-c2ccc(S(=O)(=O)N3CCOCC3)cc2)cs1	3%	-19%	-8%	24	-7%	-1%	-3%	11	43
CC(NC(=O)Cc1ccc(NC2=NC3CS(=O)(=O)CC3S2)cc1)c1ccccc1 (stereo not drawn)	-1%	-2%	9%	3	-1%	12%	-12%	-18	17
Cc1cn([C@H]2C[C@H](O)[C@@H](/C=C/C(=O)NCCc3ccc(S(N)(=O)=O)cc3)O2)c(=O)[nH]c1=O	0%	-6%	18%	1	-5%	16%	.	-22	26
CC1CCN(c2ncnc3nc[nH]c23)CC1	-25%	-20%	-4%	6	21%	-3%	0%	-3	7
COCCNC(=O)[C@@]1(C)C=C[C@@H](Cc2ccccc2)N1C(=O)c1ccccc1	20%	3%	-10%	-9	-1%	0%	-1%	-7	-9
O=C(Nc1cccnc1)Nc1ccc(Cl)cc1Cl	1%	-11%	6%	-1	-4%	10%	73%	-4	7
CC(C)C(NS(=O)(=O)c1cc(C(=O)O)ccc1Cl)C(=O)O (stereo not drawn)	-1%	?	10%	6	-4%	22%	-9%[1.84 µM]	13	-13
Cn1c(N)nc2nc(CCc3ccccc3)c(=O)[nH]c2c1=O	4%	23%	8%	-5	6%	13%	-3%	-1	-8
CCOc1ccc(S(=O)(=O)N(C)c2ccc(OCC(=O)NC3=NCCS3)cc2)cc1	-10%	-3%	-1%	-13	0%	8%	?	-12	?
CC(=O)Nc1ccc(Oc2nc(C)cc(C)n2)cc1	17%	8%	25%	0	-9%	22%	-1%	0	0
COc1cc(/C=C/C(=O)OCC(=O)NC(=O)NC(C)(C)C)ccc1OCC#N	-1%	?	2%	1	10%	-1%	1%	-5	?

Quoted from the results shown for reference:
SMILES	KB-3-1 tox	KB-V1 cytotox	HT1080 IDH1KD tx	DRD3 agonist	GLP1R ag	HT1080NT lethal	SW480 rereplic	IL-1B inflam inh	DRD3 antagonist
CCN(CC(=O)NCc1ccc(Cl)cc1)C(=O)CSc1ccc(F)cc1	-24%	?	-5%	-11	-1%	4%	-1%	-12	-11
CCCc1cc(=O)[nH]c(SCC(=O)OCc2ccccc2)n1	-5%	15%	1%	1	3%	0%	?	21	0
CC(=O)Nc1ccc(OCC(O)Cn2ccnc2)cc1 (stereo not drawn)	5%	?	6%	3	0%	3%	6%	0	18
Cc1n[nH]c(C)c1CCC(=O)N/N=C/c1c(C)[nH]c2ccccc12	14%	?	-3%	0	24%	-1%	0%	39	16
CCOC(=O)CC(=O)Nc1ncnc2c1C(c1ccccc1)c1c(ccc3ccccc13)O2 (stereo not drawn)	2%	4%	.	.	-4%	.	1%	.	.
CC(C)CCN1C(=O)c2ccc(C(=O)NCC3CCCO3)cc2C1=O (stereo not drawn)	0%	3%	3%	-8	2%	14%	-3%	17	0
COc1ccccc1OCC(=O)Nc1nc(-c2ccc(S(=O)(=O)N3CCOCC3)cc2)cs1	3%	-19%	-8%	24	-7%	-1%	-3%	11	43
CC(NC(=O)Cc1ccc(NC2=NC3CS(=O)(=O)CC3S2)cc1)c1ccccc1 (stereo not drawn)	-1%	-2%	9%	3	-1%	12%	-12%	-18	17

Back to the main list, starting 2 compounds before the break.
SMILES	KB-3-1 tox	KB-V1 cytotox	HT1080 IDH1KD tx	DRD3 agonist	GLP1R ag	HT1080NT lethal	SW480 rereplic	IL-1B inflam inh	DRD3 antagonist
CC(=O)Nc1ccc(Oc2nc(C)cc(C)n2)cc1	17%	8%	25%	0	-9%	22%	-1%	0	0
COc1cc(/C=C/C(=O)OCC(=O)NC(=O)NC(C)(C)C)ccc1OCC#N	-1%	?	2%	1	10%	-1%	1%	-5	?
COc1cc(N=CC2=C(O)c3ccccc3C2=O)cc(OC)c1	2%	0%	7%	1	0%	9%	-1%	0	-14
CCCc1nc2ccc(C)cn2c1Cc1ccccc1	0%	-5%	-13%	2	0%	0%	.	33	-4
CN(CC(=O)N1CCc2ccccc21)S(=O)(=O)c1cccc2cccnc12	9%	?	-2%	3	-4%	0%	-6%	9	0
CC(=O)Oc1ccc(C(=O)OCC(=O)c2c(N)n(C)c(=O)n(C)c2=O)cc1OC(C)=O	1%	0%	-5%	6	7%	-22%	-2%	-3	7
Cc1ccc(C)c(NC(=O)COC(=O)CCC(=O)c2cccs2)c1	6%	19%	-1%	-6	4%	4%	-4%	18	12
COc1ccc2[nH]c3c(=O)n(Cc4ccc(C(=O)NCC5CCCO5)cc4)c(=S)[nH]c3c2c1 (stereo not drawn)	-3%	-14%	0%	3	2%	-7%	3%	-11	-5
CC(=O)Nc1ccc(NS(=O)(=O)c2ccc3ccccc3c2)cc1	-28%	-9%	-11%	0	25%	-6%	?	?	-3
CCOC(=O)[C@]12CCC=C1N(Cc1ccc(Cl)cc1Cl)C(=O)[C@H](CC(=O)NCCCN1CCCC1=O)C2	0%	-46%	3%	-8	8%	-2%	.	-12	-23
O=C(O)c1cc([N+](=O)[O-])ccc1Nc1ccccc1	2%	8%	9%	7	-10%	5%	-64%[inhibitor]	19	2

From PubChem
